# NSD2 block = blocks human NSD2 histone methyltransferase activity; O96028; NSD2-SET H3K36me1 DELFIA fluorescence, biochemical; inhibition, % at 12.5 µM; actives 0.07% (n = 44,000); AID 624260; in the data active = inhibition above about 54%, passing the limit was not always enough;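 note: inhibitors reduce the monomethyl H3K36 fluorescence signal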
# Target sequence (O96028 whole entry, looked up): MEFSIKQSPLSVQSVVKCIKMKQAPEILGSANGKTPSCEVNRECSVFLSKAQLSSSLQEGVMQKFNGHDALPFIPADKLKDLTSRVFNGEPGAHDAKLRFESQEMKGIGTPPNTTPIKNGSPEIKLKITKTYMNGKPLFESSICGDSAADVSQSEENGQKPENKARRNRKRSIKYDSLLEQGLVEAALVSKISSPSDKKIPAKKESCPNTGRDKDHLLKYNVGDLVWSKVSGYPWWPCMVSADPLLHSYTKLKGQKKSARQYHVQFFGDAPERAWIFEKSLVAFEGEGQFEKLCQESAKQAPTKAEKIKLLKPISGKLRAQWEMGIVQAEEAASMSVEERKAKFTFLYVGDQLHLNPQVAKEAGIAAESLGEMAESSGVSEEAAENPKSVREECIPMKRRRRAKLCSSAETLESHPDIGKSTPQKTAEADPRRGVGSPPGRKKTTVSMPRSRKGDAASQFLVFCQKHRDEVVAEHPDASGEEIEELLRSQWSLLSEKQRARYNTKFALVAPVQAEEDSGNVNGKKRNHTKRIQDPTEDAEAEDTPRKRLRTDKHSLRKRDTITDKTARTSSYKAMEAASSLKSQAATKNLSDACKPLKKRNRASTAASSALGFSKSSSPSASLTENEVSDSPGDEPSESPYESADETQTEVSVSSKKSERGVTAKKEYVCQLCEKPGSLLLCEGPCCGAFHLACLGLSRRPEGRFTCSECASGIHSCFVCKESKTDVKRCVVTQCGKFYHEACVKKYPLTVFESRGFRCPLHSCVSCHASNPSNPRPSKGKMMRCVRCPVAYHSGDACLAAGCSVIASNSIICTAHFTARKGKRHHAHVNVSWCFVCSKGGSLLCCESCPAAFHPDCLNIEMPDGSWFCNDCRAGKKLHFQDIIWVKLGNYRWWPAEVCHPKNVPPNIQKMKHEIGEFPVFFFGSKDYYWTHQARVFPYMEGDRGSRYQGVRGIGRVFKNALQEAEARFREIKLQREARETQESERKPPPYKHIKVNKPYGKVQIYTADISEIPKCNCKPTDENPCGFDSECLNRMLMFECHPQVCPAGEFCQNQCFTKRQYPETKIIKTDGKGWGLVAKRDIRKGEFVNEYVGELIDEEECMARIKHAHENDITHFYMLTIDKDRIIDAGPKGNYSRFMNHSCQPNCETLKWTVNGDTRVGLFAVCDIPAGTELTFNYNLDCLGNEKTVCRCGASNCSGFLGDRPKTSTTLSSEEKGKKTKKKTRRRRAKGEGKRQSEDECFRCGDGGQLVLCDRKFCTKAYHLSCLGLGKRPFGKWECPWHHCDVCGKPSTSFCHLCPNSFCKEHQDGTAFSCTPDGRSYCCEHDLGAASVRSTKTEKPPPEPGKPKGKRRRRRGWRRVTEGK
# An asterisk follows results filed as active. Only part of the results is shown; the hit share may differ from the screen's.
COc1ccc(S(=O)(=O)N(C)C[C@@H]2Oc3ncc(-c4ccncc4)cc3C(=O)N([C@@H](C)CO)C[C@H]2C)cc1
  NSD2 block = 1
C[C@@H]1CCCCO[C@@H](CN(C)S(=O)(=O)c2ccc(Cl)cc2)[C@@H](C)CN([C@H](C)CO)C(=O)c2cc(NC(=O)CCCCCC(=O)Nc3ccccc3N)ccc2O1
  NSD2 block = -3
C/C=C/c1ccc2c(c1)O[C@@H](CN(C)C(C)=O)[C@H](C)CN([C@H](C)CO)S2(=O)=O
  NSD2 block = 6
C[C@H]1CN([C@@H](C)CO)C(=O)CCCn2nncc2CO[C@@H]1CN(C)Cc1ccncc1
  NSD2 block = -5
C[C@H](O)C#Cc1ccc2c(c1)O[C@H](CN(C)Cc1ccc(-c3ccccc3)cc1)[C@@H](C)CN([C@H](C)CO)S2(=O)=O
  NSD2 block = -8
C[C@H]1CN([C@@H](C)CO)C(=O)Cc2cc(NC(=O)Nc3ccc(C(F)(F)F)cc3)ccc2O[C@H]1CN(C)S(C)(=O)=O
  NSD2 block = -10
Cc1ccc(S(=O)(=O)Nc2ccc3c(c2)C(=O)N([C@H](C)CO)C[C@H](C)[C@H](CN(C)Cc2ccc(C(=O)Nc4ccccc4N)cc2)O3)cc1
  NSD2 block = 1
Cc1ccc(S(=O)(=O)Nc2ccc3c(c2)C(=O)N([C@@H](C)CO)C[C@@H](C)[C@@H](CN(C)C(=O)Nc2ccc(F)cc2)OCCCC[C@H](C)O3)cc1
  NSD2 block = -7
CN(C)c1ccc2c(c1)[C@@H]1C[C@H](CC(=O)NCc3cccc(F)c3)O[C@H](CO)[C@@H]1O2
  NSD2 block = -11
C#C[C@]1(O)CC[C@H]2[C@@H]3CCc4cc(OC)ccc4[C@H]3CC[C@@]21C
  NSD2 block = -2
Cc1cc2nsnc2c(S(=O)(=O)NCC(=O)O)c1C
  NSD2 block = -4
CNC[C@H]1Oc2c(NC(=O)C3CC3)cccc2C(=O)N([C@H](C)CO)C[C@@H]1C
  NSD2 block = -1
COc1ccc(CN(C)C[C@@H]2Oc3c(NS(=O)(=O)c4ccc(OC)cc4)cccc3C(=O)N([C@H](C)CO)C[C@@H]2C)cc1
  NSD2 block = -1
COc1ccc(S(=O)(=O)Nc2ccc3c(c2)C(=O)N([C@H](C)CO)C[C@H](C)[C@H](CN(C)Cc2ccncc2)O3)cc1
  NSD2 block = 7
CC(C)CC#Cc1ccc2c(c1)O[C@H](CN(C)C(=O)c1ccccn1)[C@H](C)CN([C@@H](C)CO)S2(=O)=O
  NSD2 block = -2
C[C@H](CO)N1C[C@H](C)[C@H](CN(C)S(C)(=O)=O)Oc2ncc(C#CC(C)(C)O)cc2C1=O
  NSD2 block = -4
CC(C)CC#Cc1cnc2c(c1)C(=O)N([C@H](C)CO)C[C@H](C)[C@@H](CN(C)C(=O)c1cccc(F)c1)O2
  NSD2 block = -2
NC(=O)COc1ccccc1/C=N/NC(=O)CCCCCCC(=O)Nc1ccccc1O
  NSD2 block = 2
C[C@H]1CN([C@@H](C)CO)C(=O)c2cc(NC(=O)C3CCCCC3)ccc2O[C@H]1CN(C)S(=O)(=O)c1cn(C)cn1
  NSD2 block = -3
CC(C)NC(=O)N(C)C[C@H]1Oc2ccc(NC(=O)CCC(F)(F)F)cc2CC(=O)N([C@H](C)CO)C[C@@H]1C
  NSD2 block = 13
COc1ccc(S(=O)(=O)N(C)C[C@@H]2Oc3ccc(NS(=O)(=O)c4ccccc4)cc3C(=O)N([C@@H](C)CO)C[C@H]2C)cc1
  NSD2 block = 2
C[C@@H]1CN([C@H](C)CO)C(=O)c2cc(C#C[C@@H](C)O)cnc2O[C@H]1CN(C)C(=O)CN(C)C
  NSD2 block = 0
CCOc1cc(/C=C(/C#N)C(N)=O)cc(CSc2ccccc2)c1O
  NSD2 block = 0
COc1cccc(NC(=O)N(C)C[C@H]2Oc3cc(C#Cc4ccncc4)ccc3S(=O)(=O)N([C@@H](C)CO)C[C@H]2C)c1
  NSD2 block = 8
Cc1noc(C)c1NC(=O)Nc1ccc2c(c1)C(=O)N([C@@H](C)CO)C[C@H](C)[C@H](CN(C)Cc1ccncc1)OCCCC[C@@H](C)O2
  NSD2 block = 0

# Some of the entries so far, as comma-separated lines.
compound,NSD2 block
CN(C)c1ccc2c(c1)[C@@H]1C[C@H](CC(=O)NCc3cccc(F)c3)O[C@H](CO)[C@@H]1O2,-11
C#C[C@]1(O)CC[C@H]2[C@@H]3CCc4cc(OC)ccc4[C@H]3CC[C@@]21C,-2
Cc1cc2nsnc2c(S(=O)(=O)NCC(=O)O)c1C,-4
CNC[C@H]1Oc2c(NC(=O)C3CC3)cccc2C(=O)N([C@H](C)CO)C[C@@H]1C,-1

# More results follow:
COc1ccccc1-c1cnc2c(c1)C(=O)N([C@@H](C)CO)C[C@H](C)[C@H](CN(C)Cc1cccc(F)c1)O2
  NSD2 block = 13
C[C@H](CO)N1C[C@H](C)[C@H](CN(C)S(=O)(=O)c2ccccc2)Oc2ccc(NC(=O)C3CC3)cc2CC1=O
  NSD2 block = 3
CNC[C@@H]1OCCCC[C@H](C)Oc2ccc(NS(=O)(=O)c3cccs3)cc2C(=O)N([C@H](C)CO)C[C@@H]1C
  NSD2 block = -3
CS(=O)(=O)Nc1ccc2c(c1)[C@H]1C[C@H](CC(=O)N3CCOCC3)O[C@H](CO)[C@H]1O2
  NSD2 block = 0
Cc1noc(C)c1S(=O)(=O)N(C)C[C@H]1OCCCC[C@H](C)Oc2ccc(NC(=O)Nc3ccc4c(c3)OCO4)cc2C(=O)N([C@H](C)CO)C[C@@H]1C
  NSD2 block = -7
C[C@H]1CN([C@@H](C)CO)C(=O)c2cc(C#CC3CCCCC3)cnc2O[C@@H]1CN(C)S(=O)(=O)c1ccc(F)cc1
  NSD2 block = -10
C/C=C/c1cnc2c(c1)C(=O)N([C@H](C)CO)C[C@@H](C)[C@H](CN(C)Cc1ccccc1)O2
  NSD2 block = -3
COc1ccc(NC(=O)N(C)C[C@@H]2OCc3ccccc3-c3c(n(C)c4ccccc34)C(=O)N([C@@H](C)CO)C[C@@H]2C)c(OC)c1
  NSD2 block = -2
COc1ccc(CN(C)C[C@@H]2Oc3c(NC(=O)Nc4ccccc4)cccc3C(=O)N([C@@H](C)CO)C[C@H]2C)cc1
  NSD2 block = -4
CNC[C@@H]1OCCCC[C@@H](C)Oc2ccc(NC(=O)CCC(F)(F)F)cc2C(=O)N([C@@H](C)CO)C[C@@H]1C
  NSD2 block = -2
Cc1noc(C)c1NC(=O)Nc1ccc2c(c1)C(=O)N([C@@H](C)CO)C[C@H](C)[C@@H](CN(C)S(=O)(=O)c1ccc(Cl)cc1)O2
  NSD2 block = -2
C[C@@H]1CCCCO[C@@H](CN(C)S(=O)(=O)c2cn(C)cn2)[C@@H](C)CN([C@@H](C)CO)C(=O)c2cc(NS(C)(=O)=O)ccc2O1
  NSD2 block = -1
COc1ccc(NC(=O)Nc2ccc3c(c2)C(=O)N([C@H](C)CO)C[C@H](C)[C@@H](CN(C)S(=O)(=O)c2ccc(F)cc2)OCCCC[C@@H](C)O3)cc1
  NSD2 block = 0
Cc1noc(C)c1NC(=O)N(C)C[C@H]1OCCCC[C@H](C)Oc2ccc(N(C)C)cc2C(=O)N([C@H](C)CO)C[C@@H]1C
  NSD2 block = -9
COc1cccc(S(=O)(=O)N(C)C[C@@H]2Oc3ncc(-c4cccc(F)c4)cc3C(=O)N([C@H](C)CO)C[C@@H]2C)c1
  NSD2 block = -3
COCC#Cc1ccc2c(c1)O[C@H](CN(C)Cc1ccncc1)[C@@H](C)CN([C@H](C)CO)S2(=O)=O
  NSD2 block = 5
C[C@H]1CN([C@@H](C)CO)S(=O)(=O)c2ccc(C3=CCCCC3)cc2O[C@@H]1CN(C)C(=O)Cc1ccccc1
  NSD2 block = 1
C[C@@H]1CN([C@H](C)CO)C(=O)c2cc(NS(=O)(=O)c3ccc(Cl)cc3)ccc2O[C@@H](C)CCCCO[C@@H]1CN(C)Cc1ccncc1
  NSD2 block = -8
C[C@@H]1CN([C@@H](C)CO)C(=O)c2cc(C#CCC3CCCC3)cnc2O[C@@H]1CN(C)Cc1ccccn1
  NSD2 block = 15
Cc1ccc(-c2cnc3c(c2)C(=O)N([C@@H](C)CO)C[C@@H](C)[C@@H](CN(C)S(C)(=O)=O)O3)cc1
  NSD2 block = 5
CC(C)NC(=O)Nc1ccc2c(c1)C(=O)N([C@H](C)CO)C[C@H](C)[C@@H](CN(C)Cc1ccccc1)OCCCC[C@H](C)O2
  NSD2 block = -17
Cc1noc(C)c1NC(=O)Nc1ccc2c(c1)C(=O)N([C@@H](C)CO)C[C@@H](C)[C@@H](CN(C)S(=O)(=O)c1ccc(Cl)cc1)OCCCC[C@H](C)O2
  NSD2 block = -3
O=c1c(-c2ccccc2)[n+]([O-])c2ccccc2n1OCc1ccccc1
  NSD2 block = -3
COc1ccc(NC(=O)N(C)C[C@H]2OCCCC[C@H](C)Oc3ccc(NS(=O)(=O)c4ccc(C)cc4)cc3C(=O)N([C@@H](C)CO)C[C@H]2C)cc1
  NSD2 block = -12
C[C@H](CO)N1C[C@H](C)[C@@H](CN(C)Cc2cccnc2)Oc2ncc(C#Cc3ccccn3)cc2C1=O
  NSD2 block = 0

Cc1noc(C)c1S(=O)(=O)N(C)C[C@@H]1OCCCC[C@@H](C)Oc2ccc(N(C)C)cc2C(=O)N([C@H](C)CO)C[C@H]1C
  NSD2 block = 6
Cc1nc(S(=O)(=O)N[C@@H]2CCN(Cc3ccc(OCCO)cc3)C2)cn1C
  NSD2 block = 1
C[C@H](CO)N1C[C@H](C)[C@@H](CN(C)Cc2ccncc2)Oc2c(NC(=O)C3CCCCC3)cccc2C1=O
  NSD2 block = -3
COc1ccc(-c2ccc3c(c2)O[C@H](CN(C)Cc2cccnc2)[C@@H](C)CN([C@H](C)CO)S3(=O)=O)cc1
  NSD2 block = 10
C[C@H](CO)N1C[C@H](C)[C@@H](CN(C)Cc2ccncc2)Oc2ccc(NC(=O)CCCN(C)C)cc2CC1=O
  NSD2 block = 5
C[C@@H](O)C#Cc1ccc2c(c1)O[C@@H](CN(C)Cc1cccnc1)[C@@H](C)CN([C@@H](C)CO)S2(=O)=O
  NSD2 block = 3
C[C@@H]1CN([C@H](C)CO)C(=O)c2cc(Br)cnc2O[C@@H]1CN(C)C(=O)c1cccnc1
  NSD2 block = -1
Cc1ccc(S(=O)(=O)Nc2cccc3c2O[C@H](CN(C)C)[C@@H](C)CN([C@H](C)CO)C3=O)cc1
  NSD2 block = 3
C[C@H](CO)N1C[C@H](C)[C@@H](CN(C)S(=O)(=O)c2ccc(F)cc2)Oc2cc(C#Cc3ccncc3)ccc2S1(=O)=O
  NSD2 block = 4
C[C@H](CO)N1C[C@H](C)[C@@H](CN(C)C(=O)c2ccc(F)cc2)Oc2ncc(C#CCN(C)C)cc2C1=O
  NSD2 block = -1
COc1ccc(S(=O)(=O)Nc2ccc3c(c2)CC(=O)N([C@H](C)CO)C[C@@H](C)[C@@H](CN(C)Cc2ccc(Cl)c(Cl)c2)O3)cc1
  NSD2 block = -5
O=C(NC1CC1)C1=C[C@H](c2coc3ccccc3c2=O)C[C@H](OCCCCO)O1
  NSD2 block = 4
CNC[C@@H]1OCCCC[C@H](C)Oc2ccc(NC(=O)C3CCCCC3)cc2C(=O)N([C@H](C)CO)C[C@@H]1C
  NSD2 block = 4
O=C(Nc1cc(Cl)cc(Cl)c1)N1CCC(n2cccc2)CC1
  NSD2 block = -1
CC(=O)OC[C@]12CCC(C)=CC1O[C@@H]1[C@H](O)[C@@H](O[C@H]3O[C@H](CO)[C@@H](O)[C@H](O)[C@H]3O)[C@@]2(C)C12CO2 (stereo not given in full)
  NSD2 block = 0
CO[C@@H](C(=O)N(C)C[C@@H]1OCc2ccccc2-c2ccccc2C(=O)N([C@H](C)CO)C[C@@H]1C)c1ccccc1
  NSD2 block = -1
C[C@@H]1CCCCO[C@H](CN(C)S(C)(=O)=O)[C@@H](C)CN([C@H](C)CO)C(=O)c2cc(NS(=O)(=O)c3cn(C)cn3)ccc2O1
  NSD2 block = -1
C[C@H]1CN([C@@H](C)CO)C(=O)c2cccc(NC(=O)C3CC3)c2O[C@@H]1CN(C)C
  NSD2 block = 0
CC(C)NC(=O)Nc1ccc2c(c1)C(=O)N([C@@H](C)CO)C[C@@H](C)[C@H](CN(C)C(=O)NC(C)C)OCCCC[C@@H](C)O2
  NSD2 block = 0
C[C@@H]1CCCCO[C@@H](CN(C)C(=O)Nc2ccc(F)cc2)[C@@H](C)CN([C@H](C)CO)C(=O)c2cc(NC(=O)Nc3ccccc3)ccc2O1
  NSD2 block = -1
COCC#Cc1cnc2c(c1)C(=O)N([C@H](C)CO)C[C@H](C)[C@H](CN(C)C(=O)NC1CCCC1)O2
  NSD2 block = 11
C[C@@H]1CN([C@H](C)CO)C(=O)c2cccc(NC(=O)NC3CCCCC3)c2O[C@H]1CN(C)C(=O)Nc1cccc2ccccc12
  NSD2 block = -4
COCC(=O)N(C)C[C@H]1Oc2cc(C#CC(C)C)ccc2S(=O)(=O)N([C@H](C)CO)C[C@@H]1C
  NSD2 block = -9
C[C@@H]1CCCCO[C@@H](CN(C)C(=O)Nc2ccccc2)[C@H](C)CN([C@@H](C)CO)C(=O)c2cc(NS(C)(=O)=O)ccc2O1
  NSD2 block = 1
C[C@@H]1CCCCO[C@H](CN(C)S(=O)(=O)c2ccc(Cl)cc2)[C@H](C)CN([C@H](C)CO)C(=O)c2cc(NC(=O)Cc3ccccc3)ccc2O1
  NSD2 block = 8

O=C1O[C@H](c2ccccc2)[C@H](c2ccccc2)N2[C@H]1[C@@H](C(=O)O)[C@]1(C(=O)Nc3ccc(C#CC4(O)CCCCCC4)cc31)[C@H]2c1ccc(O)cc1
  NSD2 block = -19
C[C@H](CO)N1C[C@H](C)[C@@H](CN(C)C)Oc2ccc(NS(=O)(=O)c3cn(C)cn3)cc2C1=O
  NSD2 block = 0
C[C@@H]1CN([C@H](C)CO)C(=O)c2cc(NC(=O)c3ccccc3)ccc2O[C@@H](C)CCCCO[C@H]1CN(C)C(=O)Nc1ccccc1
  NSD2 block = -3
CCC1CCc2[nH]c(=S)c(C#N)c(C(F)(F)F)c2C1 (stereo not given)
  NSD2 block = 0
CC(=O)N(C)C[C@H]1Oc2cc(-c3ccncc3)ccc2S(=O)(=O)N([C@H](C)CO)C[C@H]1C
  NSD2 block = 5
C[C@@H]1CCCCO[C@@H](CN(C)C(=O)C2CCCCC2)[C@@H](C)CN([C@H](C)CO)C(=O)c2cc(NC(=O)CCCN(C)C)ccc2O1
  NSD2 block = -3

# From PubChem BioAssay
